# LYP inhibition = inhibitors of LYP phosphatase, biochemical, fluorescence intensity, uHTS (AID 1779). recombinant LYP phosphatase, fluorescence intensity; higher % means a stronger effect. inhibition, % at 11.5 µM; hits with a dose series show IC50 in µM. 290,000 tested, 0.054% active; in the data active = inhibition above about 50%;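 note: plate controls were vehicle with enzyme for no effect and no enzyme for full effect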
# NTR1 agonist = agonists of NTR1, primary screen, imaging, U2OS cells, beta-arrestin-GFP, high content (AID 493036); NTR1-U2OS beta-arrestin-GFP spot imaging, agonist mode; 330,000 tested, 0.17% active; activation, % at 20 µM;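 active = activation at or above 40% of the spot to cytoplasm intensity ratio, with at least 20 cells analyzed; inconclusive = wells under 20 cells, flagged as cytotoxic or low count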;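 note: 0% = DMSO without peptide and 100% = 100 nM NTR1 peptide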
# Target sequence (P30989 whole entry, looked up): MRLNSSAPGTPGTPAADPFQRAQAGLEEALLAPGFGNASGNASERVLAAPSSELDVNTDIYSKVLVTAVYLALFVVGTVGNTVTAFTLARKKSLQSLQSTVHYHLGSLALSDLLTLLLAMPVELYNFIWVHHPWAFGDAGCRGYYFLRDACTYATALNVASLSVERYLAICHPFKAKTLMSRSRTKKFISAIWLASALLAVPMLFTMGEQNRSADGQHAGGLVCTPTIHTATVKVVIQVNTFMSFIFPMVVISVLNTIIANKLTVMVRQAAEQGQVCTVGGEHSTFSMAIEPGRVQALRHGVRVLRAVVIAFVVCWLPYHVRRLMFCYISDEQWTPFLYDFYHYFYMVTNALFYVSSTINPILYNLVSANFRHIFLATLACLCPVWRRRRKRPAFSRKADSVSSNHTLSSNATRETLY
# GPR55 antagonists = inhibition of LPI-stimulated GPR55 beta-arrestin translocation – imaging, U2OS, beta-arrestin-GFP, LPI agonist, primary screen (AID 2013) | inhibition, % at 10 µM; hits with a dose series show IC50 in µM | U2OS GPR55 beta-arrestin-GFP translocation imaging, LPI antagonism; higher % means a stronger effect | 290,000 tested, 0.13% active;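 active = spots per cell inhibited over 60%, with over 100 cells counted and total cytoplasm intensity under 500,000; inconclusive = wells with under 100 cells, flagged as likely toxic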;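 note: U2OS cells stably carrying GPR55 and arrestin-GFP stimulated by 5 µM LPI near EC80; imaged beta-arrestin-GFP aggregate spots per cell after agonist stimulation; plate controls were LPI-stimulated DMSO wells for no effect and DMSO wells without LPI for full effect; some results filed as inactive read as strong as hits; confirmed hits need IC50 under 10 µM and bright autofluorescent wells are also inconclusive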
# PhoP inhibition = inhibitors of PhoP regulon expression, primary screen, Salmonella Typhimurium, GFP reporter (AID 1863) | S. Typhimurium PhoP-regulated promoter GFP reporter, 4 h; higher % means a stronger effect | one-dose inhibition, % at 50 µM; IC50 in µM for titrated hits | 300,000 tested, 0.16% active;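 active = inhibition over 29.93%, a cutoff 3 SD above the screen mean, later confirmed by dose response; inconclusive = inhibition over 29.93% but no dose response follow-up; inactive = inhibition at most 29.93% or unconfirmed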;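 note: 0% = low Mg2+ inducing control and 100% = high Mg2+ repressing control; strong numbers were not always called active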
# Rac1 GTP hydrolysis = MgcRacGAP GTPase-activating activity inhibitors, confirmation, biochemical, ADP Hunter fluorescence. one-dose inhibition, % at 30 µM; IC50 in µM for titrated hits. 340,000 tested, 0.6% active. MgcRacGAP-stimulated Rac1 GTP hydrolysis, ADP Hunter fluorescence; higher % means a stronger effect; GST-tagged Rac1 F28L mutant substrate;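 active = first-screen hits whose inhibition reached a set limit at any dose in the follow-up dose series; inconclusive = inhibition above the set first-screen limit but never retested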;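 note: fluorescence reports GDP produced by GAP-driven GTP hydrolysis; strong numbers were not always called active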
# GPR35 antagonists = inhibition of zaprinast-stimulated GPR35 beta-arrestin translocation – imaging, U2OS, beta-arrestin-GFP, zaprinast agonist, primary screen (AID 2058). 290,000 tested, 0.052% active. one-dose inhibition, % at 10 µM; IC50 in µM for titrated hits. U2OS GPR35 beta-arrestin-GFP translocation imaging, zaprinast antagonism; higher % means a stronger effect;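 active = inhibition of at least 50% with at least 30 cells and total cytoplasm GFP at most 10,000,000; inconclusive = under 30 cells or total GFP of 10,000,000 plus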
# Myeloid diff 2 = myeloid differentiation induction | 360,000 tested, 1% active | ER-HoxA9 myeloid progenitors, lysozyme-GFP differentiation, flow cytometry | calls only at 10 µM;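 active = normalized GFP-positive differentiation at or above the plate's own cutoff, the solvent-only control mean plus 3 SD; inconclusive = no clear call, values can overlap the other calls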;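 note: cells exposed to compound for four days before flow analysis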
# Siah-1 displacement = blockers of Siah-1 interaction with plectin peptide – biochemical, fluorescence polarization, rhodamine-plectin, uHTS, primary screen (AID 1817) | Siah-1 / rhodamine-plectin peptide fluorescence polarization; higher % means a stronger effect | displacement, % at 20 µM; hits with a dose series show IC50 in µM | 290,000 tested, 0.02% active;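 active = displacement of at least 50% at 20 µM, with a fluorescence ratio check between 0.3 and a set limit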;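 note: plate controls were Siah plus tracer with DMSO for no effect and tracer alone without Siah for full effect; strong numbers were not always called active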
# HIV peptide binding = inhibitors of HIV fusion peptide binding, primary screen, biochemical, uHTS, fluorescence dequenching (AID 1986); cell-free peptide binding, fluorescence dequenching, 30 min; higher % means a stronger effect; one-dose inhibition, % at 20 µM; IC50 in µM for titrated hits; 290,000 tested, 0.3% active; in the data active = inhibition mostly above about 52%, no sharp cut-off; inactive = mostly below about 76%; note: some results filed as inactive read as strong as hits
# NTR1 agonist cell count 20 µM = also measured in NTR1 agonist; calls as there; cell count; measured here: cell count, cytotoxicity flag
# Myeloid diff 2 GFP+ MAC1+ % = recorded beside Myeloid diff 2, whose call it bears; GFP+ MAC1+ double positive, %; measured here: differentiation confirmed by MAC1 staining
# Starred values were filed as active, the others as inactive; i = inactive; u = inconclusive; x = no result given. Rows are unselected; 2.4% or so of the library scored in one or more.
Compound	LYP inhibition	NTR1 agonist	NTR1 agonist cell count 20 µM	GPR55 antagonists	PhoP inhibition	Rac1 GTP hydrolysis	GPR35 antagonists	Myeloid diff 2	Myeloid diff 2 GFP+ MAC1+ %	Siah-1 displacement	HIV peptide binding
COc1ccc(NC(=O)c2ccco2)cc1NC(=O)c1ccccc1F	-6.5%	-2.4	41	-1.6%	0.7%	2.7%	-2.8%	i	1.1	-3.7%	0.6%
CCC1=Nc2cc(C(=O)NCCCOC)ccc2Sc2ccccc21	-8.1%	0.0	90	-18.5%	-8.9%	-12.0%	0.4%	u	x	-2.4%	5.6%
CCCc1cc(C(=O)Nc2ccc(F)cc2F)no1	-5.2%	1.1	65	-12.9%	11.3%	0.9%	-0.4%	i	1.6	3.3%	-0.4%
CC1CCN(C(=O)CSc2nc(=O)n3cc(Cl)ccc3n2)CC1	x	0.8	47	x	-3.7%	0.8%	x	i	0.7	x	x
O=C(CNS(=O)(=O)c1cccc(Br)c1)NCC1CCCCC1	-6.5%	-1.8	37	3.5%	5.3%	5.2%	-9.2%	i	0.4	-2.8%	0.9%
Cn1cnc(S(=O)(=O)N2CCN(c3cccc(Cl)c3)CC2)c1	-1.0%	-0.6	55	-20.3%	-0.4%	-1.8%	-0.7%	u	x	-2.3%	-0.2%
CN(CC(=O)NCc1ccc2c(c1)OCO2)S(=O)(=O)c1ccc(Br)s1	-11.0%	-0.1	61	-0.3%	-0.7%	0.4%	-16.1%	i	2.7	-0.9%	-4.2%
Cc1cc(C)c(NC(=O)c2sc3nc4c(cc3c2N)C(=O)CC(C)(C)C4)c(C)c1	4.8%	4.8	81	3.0%	-4.8%	10.5%	3.7%	i	0.2	6.0%	-3.7%
CCOC(=O)c1c[nH]n(-c2ccc(C)cc2)c1=O	-10.5%	-0.4	61	4.4%	-9.9%	2.5%	2.9%	i	0.8	5.0%	-3.0%
CCOC(=O)C1CCN(C(=O)c2cccc(S(=O)(=O)Nc3ccc(C)cc3C)c2)CC1	-3.1%	3.0	41	-9.7%	-5.3%	-1.9%	-1.7%	i	0.7	-0.4%	-1.5%
O=C(NCc1ccccc1)NC1(C(=O)N2CCN(c3ccccc3)CC2)CCCCC1	-3.8%	2.2	57	3.1%	1.8%	5.5%	-7.1%	i	1.5	1.0%	-2.2%
CC(=O)Nc1ccc(CN2CCCC(C(=O)c3cccc(C(F)(F)F)c3)C2)cc1 (centres undefined)	-0.3%	0.6	68	-4.5%	-8.9%	11.9%	1.7%	i	0.1	0.2%	0.2%
COc1ccc(-c2nc(CS(=O)CC(=O)NC3CCCCC3)c(C)o2)cc1 (centres undefined)	-14.1%	-0.6	78	-7.1%	0.8%	6.9%	12.2%	i	1.0	3.0%	-0.7%
COc1ccccc1CNc1ccc(N2CCCCC2)cc1	-3.2%	-0.5	45	0.9%	13.8%	u	-9.4%	i	0.9	1.8%	-3.3%
O=C(NCCCN1CCC(Cc2ccccc2)CC1)C1CCC(=O)N1C1CCCC1 (centres undefined)	-4.2%	-3.3	88	12.2%	-6.6%	14.9%	9.6%	i	1.7	-1.9%	-1.2%
O=C(COc1coc(CN2CCN(c3ccc(F)cc3)CC2)cc1=O)NC1CCCC1	x	-0.3	46	x	1.2%	2.2%	x	i	0.9	x	x
COc1ccc(C(=O)CSc2nc(C)cc(C)n2)cc1C	-8.7%	1.2	50	-4.2%	2.0%	10.8%	3.4%	i	0.4	-2.2%	-2.8%
COCCCN1C(=O)CS/C1=N\S(=O)(=O)c1ccccc1	-5.8%	-1.1	36	10.7%	-7.1%	-2.5%	-4.4%	i	0.1	4.2%	-2.1%
COc1ccc(CNC(=O)C/C(C)=N/NC(=O)c2ccccc2OC)cc1	-2.3%	-0.8	67	15.2%	0.6%	2.4%	-2.5%	i	0.5	2.7%	0.6%
Brc1[nH]nc2ccccc12	1.8%	-0.1	67	-5.1%	5.9%	-8.1%	20.2%	i	2.9	5.4%	0.9%

# A different layout for part of the listing above.
# Below each compound: LYP inhibition | NTR1 agonist | NTR1 agonist cell count 20 µM | GPR55 antagonists | PhoP inhibition | Rac1 GTP hydrolysis | GPR35 antagonists | Myeloid diff 2 | Myeloid diff 2 GFP+ MAC1+ % | Siah-1 displacement | HIV peptide binding
- CN(CC(=O)NCc1ccc2c(c1)OCO2)S(=O)(=O)c1ccc(Br)s1
 : -11.0% | -0.1 | 61 | -0.3% | -0.7% | 0.4% | -16.1% | i | 2.7 | -0.9% | -4.2%
- Cc1cc(C)c(NC(=O)c2sc3nc4c(cc3c2N)C(=O)CC(C)(C)C4)c(C)c1
 : 4.8% | 4.8 | 81 | 3.0% | -4.8% | 10.5% | 3.7% | i | 0.2 | 6.0% | -3.7%
- CCOC(=O)c1c[nH]n(-c2ccc(C)cc2)c1=O
 : -10.5% | -0.4 | 61 | 4.4% | -9.9% | 2.5% | 2.9% | i | 0.8 | 5.0% | -3.0%
- CCOC(=O)C1CCN(C(=O)c2cccc(S(=O)(=O)Nc3ccc(C)cc3C)c2)CC1
 : -3.1% | 3.0 | 41 | -9.7% | -5.3% | -1.9% | -1.7% | i | 0.7 | -0.4% | -1.5%
- O=C(NCc1ccccc1)NC1(C(=O)N2CCN(c3ccccc3)CC2)CCCCC1
 : -3.8% | 2.2 | 57 | 3.1% | 1.8% | 5.5% | -7.1% | i | 1.5 | 1.0% | -2.2%
- CC(=O)Nc1ccc(CN2CCCC(C(=O)c3cccc(C(F)(F)F)c3)C2)cc1 (centres undefined)
 : -0.3% | 0.6 | 68 | -4.5% | -8.9% | 11.9% | 1.7% | i | 0.1 | 0.2% | 0.2%
- COc1ccc(-c2nc(CS(=O)CC(=O)NC3CCCCC3)c(C)o2)cc1 (centres undefined)
 : -14.1% | -0.6 | 78 | -7.1% | 0.8% | 6.9% | 12.2% | i | 1.0 | 3.0% | -0.7%
- COc1ccccc1CNc1ccc(N2CCCCC2)cc1
 : -3.2% | -0.5 | 45 | 0.9% | 13.8% | u | -9.4% | i | 0.9 | 1.8% | -3.3%
- O=C(NCCCN1CCC(Cc2ccccc2)CC1)C1CCC(=O)N1C1CCCC1 (centres undefined)
 : -4.2% | -3.3 | 88 | 12.2% | -6.6% | 14.9% | 9.6% | i | 1.7 | -1.9% | -1.2%
- O=C(COc1coc(CN2CCN(c3ccc(F)cc3)CC2)cc1=O)NC1CCCC1
 : x | -0.3 | 46 | x | 1.2% | 2.2% | x | i | 0.9 | x | x
- COc1ccc(C(=O)CSc2nc(C)cc(C)n2)cc1C
 : -8.7% | 1.2 | 50 | -4.2% | 2.0% | 10.8% | 3.4% | i | 0.4 | -2.2% | -2.8%
